H37Rv inhibition = M. tuberculosis growth inhibition, HTS (AID 449762) | M. tuberculosis H37Rv growth inhibition, 7H9 media; higher % means a stronger effect | inhibition, % at 25 µM, or IC50 in µM where a hit was titrated | actives 0.59% (n = 330,000); in the data active = a potency from the dose series; inconclusive = inhibition above about 70% without an active follow-up result;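 note: bacterial growth assessed after seven days of incubation; strong numbers were not always called active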
tuberculosis growth = growth inhibition of non-replicating M. tuberculosis (AID 488890); Mycobacterium tuberculosis non-replicating, growth inhibition; higher % means a stronger effect; one-dose inhibition, % at 25 µM; IC50 in µM for titrated hits; actives 0.39% (n = 320,000); in the data active = a potency from the dose series; inconclusive = inhibition mostly from about 82% at the one dose, without a potency; inactive = the rest, 99 in 100 with inhibition below about 76%;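 note: plate controls were DMSO cells for no effect and high antibiotic wells for full effect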
H1N1 NS1A inhibition = H1N1 influenza NS1A inhibitors, functional cell based assay (AID 504329) | NS1A functional cell-based assay, percent inhibition; higher % means a stronger effect | inhibition, % at 12.5 µM, or IC50 in µM where a hit was titrated | actives 0.3% (n = 340,000); in the data active = a potency from the dose series; inconclusive = inhibition above about 27% without an active follow-up result; note: strong numbers were not always called active
Salmonella PhoP GFP = PhoP regulon inhibitors, Salmonella typhi PhoP promoter GFP reporter, confirmatory (AID 1850) | Salmonella Typhi PhoP-promoter GFP reporter, fluorescence, 4 h; higher % means a stronger effect | inhibition, % at 50 µM, or IC50 in µM where a hit was titrated | actives 0.33% (n = 310,000); in the data active = a potency from the dose series; inconclusive = inhibition mostly from about 25% at the one dose, without a potency; inactive = the rest, 99 in 100 with inhibition below about 19%;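 note: 0% = induced wells with vehicle and 100% = uninduced wells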
VEEV TC-83 Vero = inhibitors of VEEV TC-83 cytopathic effect, confirmation, Vero cells (AID 588727); Vero cells, VEEV TC-83 cytopathic effect inhibition; higher % means a stronger effect; inhibition, % at 20 µM, or IC50 in µM where a hit was titrated; actives 0.13% (n = 350,000); in the data active = a potency from the dose series; inconclusive = inhibition mostly from about 14% at the one dose, without a potency; inactive = the rest, 99 in 100 with inhibition below about 12%; note: strong numbers were not always called active
VEEV TC-83 Vero 10K pilot screen = second read-out of VEEV TC-83 Vero, no call of its own (marks repeat the call); inhibition, %; measured here: 10K pilot screen inhibition
An asterisk follows results filed as active; i = inactive; ? = inconclusive; . = no result given.

SMILES | H37Rv inhibition | tuberculosis growth | H1N1 NS1A inhibition | Salmonella PhoP GFP | VEEV TC-83 Vero | others
COc1cc(CC(NC(C)=O)C(=O)NC2CCN(C(=O)Nc3ccccc3C)CC2)cc(OC)c1 (stereo not drawn) | -4% | -2% | 7% | -1% | 0.1%
Cc1nn(Cc2c(F)c(F)c(F)c(F)c2F)c(C)c1NC(=O)c1c(-c2ccccc2)nn(-c2ccccc2)c1C | 6% | -4% | 7% | -9% | i
c1ccc(-n2nnnc2SCCCSc2nc3ccccc3s2)cc1 | -4% | 51% | -3% | 4% | i
O=C(NC(=O)c1ccccc1)Nc1cccc(S(=O)(=O)N2CCCCC2)c1 | 9% | 21% | 1% | -3% | 0.1%
COc1ccc(/C=N/NC(=S)Nc2ccccc2)cc1 | 18% | 58% | 13% | 3% | 1.5%
CCN(CC)c1ccc(C(=O)OCC(=O)Nc2ccc3[nH]c(=O)[nH]c3c2)cc1 | 8% | 25% | 0% | -4% | 3.2%
CCCC12CN3CC(C)(CN(C1)C31C(=O)Nc3ccc(C)cc31)C2=O (stereo not drawn) | 1% | -1% | 1% | -17% | 0.7%
CCC(=O)N(Cc1cc2ccc(C)cc2[nH]c1=O)c1ccccc1OC | 1% | 14% | -4% | -5% | 11%
COc1ccc(OC)c(S(=O)(=O)N2CCc3ccccc3C2)c1 | 3% | 7% | -7% | -4% | i
C/C(=N/OC(=O)c1ccc(Cl)cc1Cl)c1oc(C)nc1C | 7% | ? | -3% | 6% | 1.0%
O=C(CSc1ncn[nH]1)N(C1CCCCC1)C1CCCCC1 | 1% | 10% | 2% | 7% | i
CCCCn1c(NCc2ccccc2O)nc2ccccc21 | -4% | 14% | -4% | -4% | 3.9%
CCOc1ccc(C(=O)CN2CCN(S(=O)(=O)c3ccc(F)cc3)CC2)cc1 | -2% | 3% | 11% | 4% | 3.9%
CC(C)(C)NC(=O)CSc1nc2ccccc2c(=O)[nH]1 | 5% | 7% | -6% | -5% | 0.6%
COc1ccccc1-c1sc2cc3c(cc2c1-c1ccc(OCCN2CCCCC2)cc1)OCO3 | ? | ? | 25% | . | i
CC(C)c1ccc(S(=O)(=O)N2CCN(C(=O)c3ccco3)CC2)cc1 | 14% | 48% | 1% | -17% | 0.1%
CCc1c(C)nc(N)nc1N1N=C1SCC(N)=O | -1% | -12% | 0% | -13% | 0.5%
Fc1cc(F)cc(NC(=S)Nc2ccccc2N2CCOCC2)c1 | -2% | 38% | -10% | -5% | 3.4%
COc1ccccc1N1CCN(C(=O)c2ccc3c(=O)n(Cc4ccc5c(c4)OCO5)c(=O)[nH]c3c2)CC1 | 61% | 11% | 0% | 3% | 5.3%
O=C(O)c1ccc(S(=O)(=O)Nc2ccc(F)c(Cl)c2)cc1 | 0% | -7% | -2% | 11% | i

5 compounds already listed, sorted by number of heavy atoms, lowest first:
SMILES | H37Rv inhibition | tuberculosis growth | H1N1 NS1A inhibition | Salmonella PhoP GFP | VEEV TC-83 Vero | others
CCc1c(C)nc(N)nc1N1N=C1SCC(N)=O | -1% | -12% | 0% | -13% | 0.5%
CC(C)(C)NC(=O)CSc1nc2ccccc2c(=O)[nH]1 | 5% | 7% | -6% | -5% | 0.6%
COc1ccc(OC)c(S(=O)(=O)N2CCc3ccccc3C2)c1 | 3% | 7% | -7% | -4% | i
Fc1cc(F)cc(NC(=S)Nc2ccccc2N2CCOCC2)c1 | -2% | 38% | -10% | -5% | 3.4%
CCCC12CN3CC(C)(CN(C1)C31C(=O)Nc3ccc(C)cc31)C2=O (stereo not drawn) | 1% | -1% | 1% | -17% | 0.7%

Filtered by structure: those above containing an aryl thioether with sulfur outside any ring
SMILES | H37Rv inhibition | tuberculosis growth | H1N1 NS1A inhibition | Salmonella PhoP GFP | VEEV TC-83 Vero | others
c1ccc(-n2nnnc2SCCCSc2nc3ccccc3s2)cc1 | -4% | 51% | -3% | 4% | i
O=C(CSc1ncn[nH]1)N(C1CCCCC1)C1CCCCC1 | 1% | 10% | 2% | 7% | i
CC(C)(C)NC(=O)CSc1nc2ccccc2c(=O)[nH]1 | 5% | 7% | -6% | -5% | 0.6%

(more compounds)
SMILES | H37Rv inhibition | tuberculosis growth | H1N1 NS1A inhibition | Salmonella PhoP GFP | VEEV TC-83 Vero | others
Cc1ccc(C)c(NC(=O)c2cc([N+](=O)[O-])cc([N+](=O)[O-])c2)c1 | ? | i | 6% | -6% | i
CN(C)CCCN(C(=O)c1ccc(S(=O)(=O)N2CCOCC2)cc1)c1nc2cc3c(cc2s1)OCO3 | 5% | -2% | -7% | -4% | 4.4%
O=C(c1cc2ccccc2oc1=O)N1CCCC1 | -4% | 1% | 3% | -1% | 0.8%
CCCCCOC(=O)CCN1C(=O)/C(=C2\SC(=S)N(CCC(=O)OCCCCC)C2=O)SC1=S | ? | ? | 5% | 9% | 0.4%
CC(=O)Oc1ccc(OC(C)=O)c2c1CC(C)=C(C)C2 | -12% | ? | -22% | -5% | 3.0%
Cc1ccc(NC(=O)CC2C(=O)NCCN2C(=S)Nc2ccccc2)c(C)c1 (stereo not drawn) | 6% | -13% | 1% | 3% | 1.7%
O=C(c1ccccc1)c1ccc(COC(=O)c2cnccn2)cc1 | 18% | 14% | -4% | 1% | 0.6%
O=C(N[C@@H](Cc1c[nH]c2ccccc12)C(=O)O)c1ccc(Cl)cc1 | -4% | -2% | -5% | 6% | i
Cc1ccccc1S(=O)(=O)Cc1ccc(C(=O)N2CCN(c3cccc(C)c3C)CC2)o1 | 1% | 29% | 0% | 0% | 6.4% | VEEV TC-83 Vero 10K pilot screen=6.7
CCOC(=O)c1c(-c2ccccc2)nnn1-c1nc(OCC)nc(N2CCCCC2)n1 | 26% | . | 18% | -14% | 5.8%
CCCNC(=O)CCn1nc(-c2ccc(C)cc2)c2ccccc2c1=O | 0% | -4% | 19% | 0% | i
O=C(COc1ccc(F)cc1)NCC1CCCO1 (stereo not drawn) | -15% | 27% | -1% | -1% | 1.6%
O=[N+]([O-])c1ccccc1SN(Cc1ccccc1)c1ccccn1 | 6% | 26% | -2% | 0% | 0.5%
O=C1C(Cl)=C(NCCc2ccccc2)C(=O)N1CCc1ccccc1 | -10% | 10% | 0% | -7% | 1.2%
CCC1(c2ccc(Cl)cc2)NC(=S)N(c2ccccc2)N1 (stereo not drawn) | -1% | -5% | 1% | -1% | 0.1%
CCC1CCCCN1CCCNC(=O)c1cn(CC(C)C)c(=O)c2cc(OC)c(OC)cc12 (stereo not drawn) | 8% | 8% | 5% | -5% | 1.3%
O=C(/C(=N/N=C/c1ccc(O)c(O)c1O)c1ccccc1)c1ccccc1 | -7% | -18% | 15% | -7% | i
CCN1CCc2c(sc(NC(=O)Cc3ccccc3)c2C(=O)OC)C1 | -8% | -15% | 5% | -6% | 2.7%
CC1CCCN(C(=O)COC(=O)c2ccc[nH]c2=O)C1 (stereo not drawn) | 2% | -2% | 0% | 7% | i
Cc1cccc2c(=O)cc(C)n(CC(N)=O)c12 | -9% | -10% | -18% | 2% | 1.2%
CCOC(=O)c1cnn(-c2nc(-c3ccc(F)cc3)cs2)c1C(F)(F)F | -13% | 75% | -3% | -1% | i
Cc1cccc(NC(=S)NCc2cccn2C)c1 | -5% | 22% | 4% | 2% | i
Cn1c(C(=O)N2CCC(C(=O)N3CCOCC3)CC2)cc2sccc21 | -8% | -18% | 5% | -5% | i
O=C1CSC(=S)N1/N=C/c1cc(Br)c(O)c(Br)c1 | 8% | 2% | 2% | -8% | i
COc1ccccc1NC(=O)C(=O)NCC(c1ccco1)N1CCc2ccccc21 (stereo not drawn) | 43% | 14% | 3% | -3% | 8.1%
Cc1ccc(C(=O)Nn2cnnc2)cc1[N+](=O)[O-] | 3% | 4% | 2% | 3% | 1.7%
Nc1cc(-c2ccc(Cl)cc2)nn1S(=O)(=O)c1ccccc1 | -10% | -11% | 8% | . | i
O=C(NCC(=O)N1CCCCC1)c1ccc(Br)o1 | 2% | 6% | -2% | 20% | 1.9%
Cc1nn(-c2ccccc2)c2[nH]c(=O)cc(C(F)(F)F)c12 | -5% | 69% | -1% | -10% | 3.6%
Cc1ccc(OC(=O)C2c3ccccc3Oc3ccccc32)cc1C | ? | ? | -6% | -2% | 0.4%
O=C(Cn1c(=O)c2cccn2c2ccccc21)Nc1ccc(F)cc1F | -2% | 7% | 0% | -3% | 1.1%
CC1CCCC(NC(=O)C2CCN(S(=O)(=O)N3CCCCCC3)CC2)C1C (stereo not drawn) | 9% | 21% | -5% | -4% | i | VEEV TC-83 Vero 10K pilot screen=1.1
CCOC(=O)c1ccccc1NC(=O)COC(=O)C1CC(=O)N(CCc2ccccc2)C1 (stereo not drawn) | 5% | 7% | -6% | 7% | 0.5%
CCCn1nnnc1-c1cccc(Cl)c1 | -7% | -8% | -1% | 14% | i | VEEV TC-83 Vero 10K pilot screen=1.7
COc1ccccc1CNS(=O)(=O)CCNC1CC1 | . | . | -20% | . | 0.5%
CCc1ccc(-c2cc(C)no2)cc1S(=O)(=O)N1CCN(c2ccccc2F)CC1 | 9% | 2% | -10% | -4% | 1.6%
O=C1C2C3C=CC(C4CC34)C2C(=O)N1c1ccc2c(c1)OCO2 (stereo not drawn) | -4% | 1% | -5% | -2% | 2.1%
CCn1c(SCc2ccc(C(=O)Nc3nccs3)cc2)nnc1-c1ccc(NC(C)=O)cc1 | 11% | 1% | -16% | 6% | 9.5%
CC(C)N1CC=C2C(C#N)=C(N)C(C#N)(C#N)[C@H](c3ccoc3)[C@H]2C1 | 3% | 11% | . | -35% | .
O=C(C1Cc2ccccc2CN1C(=O)c1ccccc1)N1CCN(c2ccccc2)CC1 (stereo not drawn) | 1% | 2% | 1% | 12% | 1.0%

Five records drawn at random from those above:
SMILES | H37Rv inhibition | tuberculosis growth | H1N1 NS1A inhibition | Salmonella PhoP GFP | VEEV TC-83 Vero | others
Fc1cc(F)cc(NC(=S)Nc2ccccc2N2CCOCC2)c1 | -2% | 38% | -10% | -5% | 3.4%
O=C(CSc1ncn[nH]1)N(C1CCCCC1)C1CCCCC1 | 1% | 10% | 2% | 7% | i
c1ccc(-n2nnnc2SCCCSc2nc3ccccc3s2)cc1 | -4% | 51% | -3% | 4% | i
CCCCn1c(NCc2ccccc2O)nc2ccccc21 | -4% | 14% | -4% | -4% | 3.9%
O=C(O)c1ccc(S(=O)(=O)Nc2ccc(F)c(Cl)c2)cc1 | 0% | -7% | -2% | 11% | i

(next part)
SMILES | H37Rv inhibition | tuberculosis growth | H1N1 NS1A inhibition | Salmonella PhoP GFP | VEEV TC-83 Vero | others
c1cc2c(cc1CNc1ccc(N3CCOCC3)cc1)OCO2 | 0% | 13% | 14% | . | 0.1%
CCCCCCCCNCCS(=O)(=O)NN1CCOCC1 | . | . | -1% | . | i
O=C(Nc1cccc(-c2nc3ccccc3[nH]2)c1)c1ccco1 | 7% | 25% | 2% | -15% | i
CCOC(=O)c1ccc(CC2S/C(=C(\C#N)C(C)=O)NC2=O)cc1 (stereo not drawn) | -14% | 11% | 7% | -2% | 1.1%
Clc1ccc2c(NNc3ccccc3Cl)ccnc2c1 | 64% | 0% | 7% | -1% | 4.3%
CCOCCCn1c(=S)[nH]c2cc(C(=O)N3CCN(C4CCCCC4)CC3)ccc2c1=O | -2% | 30% | 6% | 2% | 0.4%
COc1cccc(-c2c(C#N)c(SC)nc3cc(C)nn23)c1 | 4% | -11% | -3% | 7% | 2.0%
COC(=O)c1cc(NC(=O)CN2C(=O)C(=O)N(C3CCCC3)C2=O)cc(C(=O)OC)c1 | 4% | 12% | -15% | . | 2.4%
CC(=O)c1cccc(NC(=O)C2CC(=O)N(Cc3ccccc3)C2)c1 (stereo not drawn) | -2% | -2% | 6% | -10% | 2.0%
CCn1nnc2cc(C(=O)O)ccc21 | -5% | -3% | -1% | 10% | 0.4%
CC(C)N(Cc1ccccc1)C(=O)COC(=O)c1ccccc1SCC(=O)N1CCCC1 | -1% | -8% | -8% | -3% | 9.7%
CC(C)OC(=O)c1c(NC(=O)c2cnn3c2NC(c2ccccc2)CC3C(F)(F)F)sc2c1CCCC2 (stereo not drawn) | 5% | -15% | 6% | 2% | 0.3%
COc1ccc(/C=C/C(=O)O/N=C(\N)c2ccccc2)cc1OC | 2% | 28% | 27% | -2% | 6.3%
Cc1cc(NCCN)nc2ccccc12 | 7% | 1% | -5% | -6% | 0.1%
O=C(c1ccco1)N1CCN(C(=O)c2cc(-c3ccc(F)cc3)no2)CC1 | 2% | 3% | -4% | 0% | 3.7%
